# 14-3-3g Raf: modulators of human 14-3-3 gamma - Raf peptide interaction; FP, 14-3-3gamma / TMR-pS259-Raf peptide binding; inhibition, % at 40 µM; 160,000 compounds, 0.19% hits; in the data active = inhibition above about 30%;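 note: 0% = protein plus tracer without compound and 100% = blank with tracer alone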
# Target sequence (P61981 whole entry, looked up): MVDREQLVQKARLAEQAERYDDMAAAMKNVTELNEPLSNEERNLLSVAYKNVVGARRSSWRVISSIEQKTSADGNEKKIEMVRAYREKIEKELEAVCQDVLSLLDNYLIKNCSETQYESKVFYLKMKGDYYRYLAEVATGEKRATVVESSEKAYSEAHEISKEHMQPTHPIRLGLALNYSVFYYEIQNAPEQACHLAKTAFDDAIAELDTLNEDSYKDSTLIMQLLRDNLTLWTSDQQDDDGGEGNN
# Numbers without * were called inactive; & = joins results of further samples.
SMILES,14-3-3g Raf
COC(=O)c1ccc(N2C(=O)CSC2c2cccc([N+](=O)[O-])c2)cc1 (centres undefined),-6
CC(=O)Nc1c2c(nn1-c1ccccc1C)CSC2,-3
CC(C)OCCCNC(=O)c1sc(=S)n(C)c1N,-8
Cc1ccc(-c2nnc(N3CCN(S(C)(=O)=O)CC3)c3ccccc23)cc1,-9
COc1ccc(S(C)(=O)=O)cc1S(C)(=O)=O,-4
O=C(Nc1cnc2ccccc2c1)c1ccco1,-10
COc1ccc(-c2csc(NC(=O)c3ccc(S(=O)(=O)N4CCc5ccccc54)cc3)n2)cc1OC,-40
OC(CN1CCN(c2ccccc2)CC1)c1ccc2c(c1)CCN2 (centres undefined),-3
CCOC(=O)C1=C(C)Nc2ncnn2C1c1cccc(OC)c1OC (centres undefined),3
c1ccc(-c2cn3c(nc4ccccc43)c(-c3ccccc3)n2)cc1,-10
O=C(CCN1C(=O)C2C3C=CC(C3)C2C1=O)NCc1cccnc1 (centres undefined),-11&-1
Cc1[nH]c2ccccc2c1SCCNC(=O)C1CC1,-3
CC1CCc2nc3ccc(S(=O)(=O)N4CCC(C(=O)NC5CCCC5)CC4)cc3c(C(=O)O)c2C1 (centres undefined),-5
CCC(=O)N1CCc2cc(Br)cc(S(=O)(=O)N3CCCC(C(=O)N4CCN(Cc5ccc6c(c5)OCO6)CC4)C3)c21 (centres undefined),-21
O=C(c1sc2ccccc2c1Cl)N1CCN(Cc2ccc3c(c2)OCO3)CC1,-30
CCCCOC(=O)n1c(SCC(=O)N(C)C)nc2ccccc21,3
Cc1occc1-c1nnc2sc(-c3ccc(-c4ccc(Cl)cc4)o3)nn12,-1
COc1cccc(CCNC2CC(=O)N(c3ccc(C)cc3)C2=O)c1 (centres undefined),-3
Cc1ccc(C2=NN(CCC(=O)NC3CCCCC3)C(=O)CC2)cc1,-5
CCN(CC)C(=O)c1ccc(C(=O)N(CC)CC)cc1,1

# A stretch from further up, for reference:
SMILES,14-3-3g Raf
Cc1occc1-c1nnc2sc(-c3ccc(-c4ccc(Cl)cc4)o3)nn12,-1
COc1cccc(CCNC2CC(=O)N(c3ccc(C)cc3)C2=O)c1 (centres undefined),-3
Cc1ccc(C2=NN(CCC(=O)NC3CCCCC3)C(=O)CC2)cc1,-5
CCN(CC)C(=O)c1ccc(C(=O)N(CC)CC)cc1,1

# (list continues)
SMILES,14-3-3g Raf
O=C(NCCC(CN1CCOCC1)([N+](=O)[O-])[N+](=O)[O-])c1ccccc1,-13
Cc1cc(I)ccc1NC(=O)c1ccc(-c2ccccc2)cc1,-5
Cc1ccccc1N1C(=O)c2ccc(C(=O)OCC(=O)c3cccc([N+](=O)[O-])c3)cc2C1=O,9
COc1cc(Br)ccc1C1CC(=O)C(C)C(c2ccc(Br)cc2OC)N1 (centres undefined),-5
CCOC(=O)COc1ccc2oc(C)c(C(=O)OCC)c2c1,-1
O=C1COc2ccc(C(=O)NCc3ccco3)cc2N1,-13
COc1ccc(OC)c(Nc2cc(C(=O)NCCN3CCOCC3)c3ccccc3n2)c1,-132
CCC(Sc1ccc2nnc(-c3ccc(F)cc3)n2n1)C(=O)O (centres undefined),-7
COc1ccc2oc(=O)c(-c3csc(Nc4ccccc4F)n3)cc2c1,4
O=C(CCn1c(=O)[nH]c2ccccc2c1=O)N1CC=C(c2ccccc2)CC1,-4
CCS(=O)(=O)c1nnnn1-c1ccccc1S(C)(=O)=O,-7
O=C(CCNS(=O)(=O)c1cccc2nonc12)NC1CCCc2ccccc21 (centres undefined),-18
O=C(CCCCn1c(=O)[nH]c2ccsc2c1=O)NCc1cccnc1,-7
O=C(c1ccc(COc2c(F)c(F)cc(F)c2F)o1)N1CCN(c2ccc(Cl)cc2)CC1,-11
CCOC(=O)c1oc2ccccc2c1NC(=O)c1ccc(S(=O)(=O)N2CCCC2)cc1,0
CC(C)(C)C(=O)Oc1ccc2c3c(c(=O)oc2c1)CCC3,-7
COc1ccc(CC(=O)NC(C)c2nnc(SCC(=O)Nc3nc(C)cs3)n2C)cc1 (centres undefined),-5
COc1ccc(OC)c(N2C(=O)C3C(C2=O)C2(Br)c4ccccc4C3(Br)c3ccccc32)c1 (centres undefined),-3
CCCc1cc(=O)[nH]c(SCC(=O)Nc2cc(C(F)(F)F)cc(C(F)(F)F)c2)n1,2
O=C(C1CCC1)N1CCc2cc(S(=O)(=O)NCc3ccccc3)ccc21,-2
CC(O)c1cccc(NC(=O)C2C3C=CC(O3)C2C(=O)O)c1 (centres undefined),3
CCN1/C(=C/c2ccc3cc(OC)ccc3[n+]2CC)Sc2ccc(Cl)cc21,12
CCOc1ccc(-c2nnc3ccc(SC)nn23)cc1,1
O=C(NCCCN1CCCC1=O)c1ccc2c(=O)n(-c3cccc(C(F)(F)F)c3)c(=S)[nH]c2c1,-3
CC(C)N(Cc1nc(-c2ccc(Cl)cc2)no1)C(=O)CCC1CCCC1,0
COC(=O)c1ccc(-c2nc(-c3cccs3)no2)cc1,-3
CC(Oc1cc2oc(=O)c3c(c2cc1Cl)CCCC3)C(=O)O (centres undefined),-5
Cc1ccccc1NC(=O)c1ccc(NC(=O)C2CCCO2)cc1 (centres undefined),7
CCc1nc2oc3cc(OC)ccc3c(=O)c2c(=O)n1-c1ccccc1,-1
COc1ccc(C(=O)Nc2ccc3c(c2)OC(F)(F)O3)cc1OC,2
CCCOC(=O)C1=C(C)NC2=C(C(=O)CC(C)(C)C2)C1c1ccc(OC)cc1 (centres undefined),0
O=C(NCc1ccco1)c1sc(=S)n2c1[nH]c(=O)c1ccccc12,-16&-57
COc1ccc(C(=O)N=c2sc3cc(S(C)(=O)=O)ccc3n2C)c(OC)c1,0
Fc1ccccc1C1C=C(c2ccc(Br)cc2)Nc2ncnn21 (centres undefined),-6
O=C(Cn1c(=O)sc2ccccc21)NCc1ccccn1,-2
COc1cccc2cc(-c3csc(NC(=O)CCC(=O)N4CCC(C(N)=O)CC4)n3)c(=O)oc12,-4
Cc1cc(=O)c2nncn2[nH]1,6
O=C1c2ccccc2C(=O)C1c1ccccn1,7
CCC(CC)C(=O)c1c(O)c2ccccc2oc1=O,13
CCn1c(=S)sc2c(=O)n(-c3ccccc3)c(SCC(=O)NCc3ccco3)nc21,-11&-2

# Given bar-delimited: part of the list above
Molecule | 14-3-3g Raf
CCCOC(=O)C1=C(C)NC2=C(C(=O)CC(C)(C)C2)C1c1ccc(OC)cc1 (centres undefined) | 0
O=C(NCc1ccco1)c1sc(=S)n2c1[nH]c(=O)c1ccccc12 | -16&-57

# Some of these compounds in order of their number in 14-3-3g Raf, smallest number first:
SMILES,14-3-3g Raf
CCC(=O)N1CCc2cc(Br)cc(S(=O)(=O)N3CCCC(C(=O)N4CCN(Cc5ccc6c(c5)OCO6)CC4)C3)c21 (centres undefined),-21
CC1CCc2nc3ccc(S(=O)(=O)N4CCC(C(=O)NC5CCCC5)CC4)cc3c(C(=O)O)c2C1 (centres undefined),-5
CCOC(=O)c1oc2ccccc2c1NC(=O)c1ccc(S(=O)(=O)N2CCCC2)cc1,0
O=C1c2ccccc2C(=O)C1c1ccccn1,7

# More entries follow:
SMILES,14-3-3g Raf
CN(C(=O)COc1ccc(Cl)cc1)c1ccccc1C(=O)O,-3
COc1cc(OC)c(NC(=O)c2c(-c3ccccc3Cl)noc2C)cc1Cl,-10
C=CCn1c(SCC(=O)Nc2ccc3c(c2)OCCO3)nnc1-c1cccs1,-16
CC(=O)Oc1ccc(C(=O)Nc2cccc(Oc3ccc4c(c3)C(=O)N(c3ccccc3)C4=O)c2)cc1,6
CC(C)CNC(=O)c1cc2n(n1)C(C(F)(F)F)CC(c1ccco1)N2 (centres undefined),-4
COc1cc(-c2nc(N)n[nH]2)cc(OC)c1OC,-13
Cc1ccccc1Nc1nc(-c2ccc(NC(=O)c3ccccc3)cc2)cs1,-44
Cc1ccccc1Nc1c(-c2ccccc2O)nc2ccccn12,-4
CCN(CC)c1ccc(NC(=O)c2ccc3c(c2)OCCO3)cc1,-1
CCOC(=O)c1c(-c2ccccc2)csc1NC(=O)c1ccc(S(=O)(=O)N2CCCC2)cc1,-15
O=c1sc2ccccc2c(Nc2ccccc2)c1[N+](=O)[O-],-1
CC(=O)c1cccc(N(CC(=O)NCC2CCCO2)C(=O)CCC(=O)Nc2cc(C)on2)c1 (centres undefined),0
CCn1c(SCC(=O)c2cc(OC)ccc2OC)nnc1-c1ccncc1,-14
CC(=O)Nc1ccc(N2C(=O)CC(N3CCCC4CCCCC43)C2=O)cc1 (centres undefined),-6
O=C(Nc1nc(-c2ccc(Cl)s2)cs1)c1ccc(Cl)cc1,-17
COc1ccc2[nH]c3c(NCCN(C(C)C)C(C)C)ncnc3c2c1,7
COc1cccc(NC(=O)c2cc3cc4ccc(OC)cc4nc3o2)c1,-5
Cc1oc(-c2ccccc2)nc1Cn1cccc1C1=NC(c2ccccc2)CO1 (centres undefined),-1
COC(=O)C1C(=O)C2=C(CC1C)Nc1ccccc1NC2c1cc2c(cc1Cl)OCO2 (centres undefined),-16
COc1ccc(N2CCN(S(=O)(=O)/C=C/c3ccccc3)CC2)cc1,-5
Cc1ccc(N(CC(=O)O)S(=O)(=O)c2cccs2)cc1,-10
CCN(CC)C(=O)N1CCC(NC(=O)c2ccccc2)CC1,-3
Cc1cc(C)cc(N(CC(=O)NCc2ccco2)S(=O)(=O)c2c(C)noc2C)c1,6
Cc1ccccc1Nc1c(-c2ccccn2)nc2ccc(Br)cn12,0
Cc1cc2c(=O)n(CC(=O)Nc3cc(F)ccc3C)cnc2s1,2
CC(=O)C1=NN(c2ccccc2)C2C(=O)N(c3ccc(C)cc3)C(=O)C12 (centres undefined),10
CCOc1ccc(-n2c(C)nc3cc(C(=O)NC4CC4)ccc32)cc1,-30
COC(=O)c1cccc(NC(=O)C(C(C)C)N2C(=O)c3ccccc3C2=O)c1 (centres undefined),2
Cc1ccc(C(=O)Oc2cc(N)n(S(=O)(=O)c3ccc(Cl)cc3)n2)cc1C,-3
CCOC(=O)c1ccc(NC(=O)c2cccc(OCC)c2)cc1,-2
CCc1ccc(N(CC(=O)O)S(=O)(=O)c2c(C)noc2C)cc1,-2
O=C1CCCC2=C1C(c1ccc(OCc3ccccc3)cc1)C1=C(CCCC1=O)O2,-4
Cn1c([N+](=O)[O-])cnc1COC(N)=O,-1
OCc1cc(C(O)CNCCCCCCOCCCCc2ccccc2)ccc1O (centres undefined),5
C=CCn1c(C#N)c(N)sc1=N,-7
CCC(=O)Nc1sc2c(c1C#N)CC(C)(C)NC2(C)C,3
CCOCCCn1c(=S)[nH]c2cc3c(cc2c1=O)OCO3,-5
COCCn1c(SCCN2CCCCC2)nc2ccccc2c1=O,-4
CCc1nccn1S(=O)(=O)c1ccc(Br)cc1Br,-8
Cc1cccc2c1-c1ncccc1C2=Nc1ccccc1,4
CC(C)C(CC(=O)O)NCc1ccccc1Cl (centres undefined),-4
Cc1ccc2[nH]c(C(=O)O)c(NC(=O)CN3CCN(c4cccc(C)c4C)CC3)c2c1,-11
CCOC(=O)c1ccc(NC(=O)C2C(=O)NC34CCCCC3C2c2ccccc2O4)cc1 (centres undefined),1
Cc1cccc(OCC(=O)Nc2sc3c(c2C#N)CCCC3)c1C,-8
COC(=O)C1=C(C)N=C2SCCC(=O)N2C1/C=C/c1ccccc1 (centres undefined),-5
CC1CCCC(NC(=O)CNC(=O)Cn2ccc3ccccc3c2=O)C1C (centres undefined),4
COc1ccc(CCNC(=O)CN(C)S(=O)(=O)c2cccc3nsnc23)cc1OC,-18
CCN1CCCC1CNC(=O)C1(O)c2ccccc2NC(=O)N1c1ccc(Cl)cc1 (centres undefined),-6
CCSc1nnc(NC(=O)C(CC)Oc2ccccc2)s1 (centres undefined),-6
Cc1ccc(-n2ncc3c(N4CCCC4)ncnc32)c(C)c1,6
COc1ccc(-n2c(SC3CCOC3=O)nc3ccccc32)cc1 (centres undefined),-89
CCOC(=O)c1ccc2nc(NC(=O)c3ccc(OC(C)=O)cc3)sc2c1,-6
COc1ccc(N2CCN(C(=O)CC3NC4CCCCC4NC3=O)CC2)cc1 (centres undefined),-7
CCOCCc1c(O)nc(SCC(=O)N2CCCCCC2)[nH]c1=O,14
COc1ccc(-c2nnc(SCCC(=O)O)n2-c2ccccc2)cc1,1
COc1ccc(-c2noc(-c3ccccc3-c3ccccc3)n2)cc1OC,-9
CCC(c1nnnn1CCOC)N1CCN(C(=O)c2ccco2)CC1 (centres undefined),-3
CCOc1ccc(NC(=O)CN2CCN(CC(=O)C(C)(C)C)CC2)cc1,-6
Cc1cc(N)n2ncc(-c3cccc(Br)c3)c2n1,-1
CCN(CC)C(=O)CSc1nnc(CCCCCNC(=O)OC(C)(C)C)o1,-6

# Going on with the list:
SMILES,14-3-3g Raf
COc1ccc(NC(=O)c2ccc(-c3ccc(-c4noc(C)n4)cc3C)cc2)cc1N1CCN(C)CC1,0
CC1CCCN(c2ccc(C(=O)NCc3cccs3)cn2)C1 (centres undefined),-2
CC1(C)CC(=O)C2=C(C1)OC(c1ccncc1)C(C#N)=C2N (centres undefined),-1
N#CCCn1c(-c2cncs2)nc2ccccc21,-6
CCc1nnc(NC(=O)COc2ccc3ccccc3c2)s1,-13
COC(=O)c1ccc(CSc2nc(-c3ccc(OC)cc3)nc3c2c(=O)n(C)c(=O)n3C)o1,-10&-18
Cc1ccc(CNC(=O)c2nnn(-c3ccc4c(c3)OCCO4)c2N)cc1,-7
O=C(NCCC1=CCCCC1)c1ccc2c(=O)n(CCCN3CCCC3=O)c(=S)[nH]c2c1,-9
O=C(CCN1C(=O)C2C3C=CC(C3)C2C1=O)NC1CCCc2ccccc21 (centres undefined),-2
COC(=O)C1=C(C)NC2=C(C(=O)CC(c3cccc(OC)c3)C2)C1c1cccs1 (centres undefined),-2
COc1ccc(C2CC(C(F)(F)F)n3nc(C(=O)NCCc4ccccc4)cc3N2)cc1 (centres undefined),-5

# Screening results deposited in PubChem by Emory University Molecular Libraries Screening Center.

# Only part of the results is shown; the hit share may differ from the screen's.
